CRFBP-R2 agonist: CRF-BP/CRF-R2 complex agonism; activation, % at 13.2 µM; HEK293 CRF-R2/CRF-BP, calcium dye fluorescence (FLIPR); percent of saturating CRF peptide response; 350,000 compounds, 0.46% hits; AID 588473;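 active means activation of at least 50%, plus an integration ratio under a set limit after plate pattern correction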;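 further: plate controls were neutral control wells without compound for no effect and CRF at EC100 for full effect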
GalR3 antag: antagonists of human GalR3; O60755; HEK293 GalR3-CNG cAMP membrane potential fluorescence; galR3 body fused to GalR1 C-terminus; inhibition, % at 3 µM; 360,000 compounds, 0.44% hits;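 active means inhibition above the screen-wide average plus 3 SD, cut at about 13% in these data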;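 further: forskolin and galanin both at EC90 stimulate the cells; cAMP rise reported by CNG channel membrane potential dye signal; 0% = forskolin plus galanin with DMSO and 100% = forskolin alone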
Target sequence (O60755 1-299 limits assumed): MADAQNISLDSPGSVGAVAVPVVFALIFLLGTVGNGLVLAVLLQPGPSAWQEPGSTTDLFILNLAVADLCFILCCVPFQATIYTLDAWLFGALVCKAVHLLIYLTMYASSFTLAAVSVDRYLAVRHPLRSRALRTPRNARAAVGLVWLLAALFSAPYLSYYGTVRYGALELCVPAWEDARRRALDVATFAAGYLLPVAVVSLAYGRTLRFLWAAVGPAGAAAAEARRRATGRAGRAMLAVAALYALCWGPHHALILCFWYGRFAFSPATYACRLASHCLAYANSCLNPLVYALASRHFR
CRFBP-R2 block: CRF-BP/CRF-R2 complex antagonism; HEK293 CRF-R2/CRF-BP, CRF-induced calcium fluorescence; inhibition, % at 11.8 µM; 350,000 compounds, 0.59% hits;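 active means inhibition of the ligand-induced calcium signal above about 50% at the single tested concentration, limit read from the data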
* hit, by the source's call. Some of the compounds tested, so the mix of outcomes need not match the whole.

The opening six records (preview)
Molecule | CRFBP-R2 agonist | GalR3 antag | CRFBP-R2 block
COc1cccc(NC(=O)CN(C)C(=O)CC(NC(=O)c2ccccc2Cl)c2ccccc2)c1 (centres undefined) | -1.8 | -4 | 4
O=P(CCc1ccccc1)(c1ccccc1)c1ccccc1 | -0.8 | -6 | -6
O=C(CCN1C(=O)NC2(CCCC2)C1=O)Nc1cccc(S(=O)(=O)N2CCOCC2)c1 | -0.7 | -3 | -2
Cc1ccc([C@H]2C[C@@H](O)[C@H](n3cc(C4CC4)nn3)CN2Cc2cccs2)cc1 | -1.2 | -3 | -10
CN(C)C(CNC(=O)CCNC(=O)c1ccc(Br)cc1)c1ccco1 (centres undefined) | 0.1 | -5 | 2
CCOc1ccccc1NC(=O)COC(=O)c1ccc2ccccc2n1 | -0.6 | -3 | 6

Results, previewed entries included:
Molecule | CRFBP-R2 agonist | GalR3 antag | CRFBP-R2 block
COc1cccc(NC(=O)CN(C)C(=O)CC(NC(=O)c2ccccc2Cl)c2ccccc2)c1 (centres undefined) | -1.8 | -4 | 4
O=P(CCc1ccccc1)(c1ccccc1)c1ccccc1 | -0.8 | -6 | -6
O=C(CCN1C(=O)NC2(CCCC2)C1=O)Nc1cccc(S(=O)(=O)N2CCOCC2)c1 | -0.7 | -3 | -2
Cc1ccc([C@H]2C[C@@H](O)[C@H](n3cc(C4CC4)nn3)CN2Cc2cccs2)cc1 | -1.2 | -3 | -10
CN(C)C(CNC(=O)CCNC(=O)c1ccc(Br)cc1)c1ccco1 (centres undefined) | 0.1 | -5 | 2
CCOc1ccccc1NC(=O)COC(=O)c1ccc2ccccc2n1 | -0.6 | -3 | 6
COCCN(C(=O)COC(=O)CCOc1cc(C)ccc1C)c1c(N)n(Cc2ccccc2)c(=O)[nH]c1=O | 0.1 | -7 | -1
COc1cccc(OC)c1C(=O)OCC(=O)NCC1CCCCC1 | -1.8 | -7 | -4

Molecule | CRFBP-R2 agonist | GalR3 antag | CRFBP-R2 block
O=C(COC(=O)COc1ccc(Cl)cc1)NCCNC(=O)COC(=O)COc1ccc(Cl)cc1 | 1.0 | -1 | 13
Cc1cccc(NS(=O)(=O)c2cccc(C(=O)NCC(c3ccc(F)cc3)N3CCOCC3)c2)c1 (centres undefined) | -0.6 | -6 | -10
O=S(=O)(Nc1ccc2nc(N3CCOCC3)sc2c1)c1ccccc1 | -2.4 | -3 | 5
N#Cc1ccc(Cl)cc1NC(=O)COC(=O)c1cccc(S(=O)(=O)N2CCOCC2)c1 | -2.2 | -2 | 1
COc1cccc(CNC(=O)c2ccc(C)c(S(=O)(=O)N3CCCCC3)c2)c1 | -1.5 | -3 | -4
CCN(CC)C(=O)[C@H]1C[C@H](CC(=O)NCCc2ccccn2)C(=O)N2CCc3c([nH]c4cc(CCC(=O)N(C)C)ccc34)[C@]12C | 1.0 | 3 | 1
O=S(=O)(c1ccc(SCc2c(F)cccc2Cl)nc1)N1CCCC1 | 4.9 | -10 | 10
Cc1ccc(NC(=O)C(c2ccccc2)N2CCN(CC(=O)NC3CC3)CC2)cc1 (centres undefined) | -0.8 | -3 | -7

3 entries already listed, sorted by their value in CRFBP-R2 agonist, highest first.
Molecule | CRFBP-R2 agonist | GalR3 antag | CRFBP-R2 block
O=S(=O)(c1ccc(SCc2c(F)cccc2Cl)nc1)N1CCCC1 | 4.9 | -10 | 10
CCN(CC)C(=O)[C@H]1C[C@H](CC(=O)NCCc2ccccn2)C(=O)N2CCc3c([nH]c4cc(CCC(=O)N(C)C)ccc34)[C@]12C | 1.0 | 3 | 1
Cc1cccc(NS(=O)(=O)c2cccc(C(=O)NCC(c3ccc(F)cc3)N3CCOCC3)c2)c1 (centres undefined) | -0.6 | -6 | -10

A few values from the entries so far.
`CCOc1ccccc1NC(=O)COC(=O)c1ccc2ccccc2n1` @ CRFBP-R2 block = 6
`N#Cc1ccc(Cl)cc1NC(=O)COC(=O)c1cccc(S(=O)(=O)N2CCOCC2)c1` @ CRFBP-R2 block = 1
`COc1cccc(CNC(=O)c2ccc(C)c(S(=O)(=O)N3CCCCC3)c2)c1` @ CRFBP-R2 block = -4
`COc1cccc(NC(=O)CN(C)C(=O)CC(NC(=O)c2ccccc2Cl)c2ccccc2)c1` (centres undefined) @ GalR3 antag = -4
`Cc1cccc(NS(=O)(=O)c2cccc(C(=O)NCC(c3ccc(F)cc3)N3CCOCC3)c2)c1` (centres undefined) @ CRFBP-R2 block = -10
`COc1cccc(OC)c1C(=O)OCC(=O)NCC1CCCCC1` @ GalR3 antag = -7

More structures follow.
Molecule | CRFBP-R2 agonist | GalR3 antag | CRFBP-R2 block
CCN(CC(=O)Nc1ccc2c(c1)OCCO2)C(=O)c1ccccc1Br | -1.1 | -3 | 5
CC(=O)Nc1cccc(C(=O)Nc2cc(C(F)(F)F)ccc2-n2cncn2)c1 | 0.2 | -5 | -9
O=C(NC1CC1)c1cccc(NC(=O)C2CCN(S(=O)(=O)c3cccc(C(F)(F)F)c3)CC2)c1 | -1.7 | -5 | 3
COC(=O)C=CSC(=S)C1CCCC1=N (centres undefined) | -1.1 | 2 | 2
Nc1nnc(SCC(=O)NNC(=O)c2ccc(F)cc2)s1 | -0.2 | -4 | 6
CS(=O)(=O)c1ccc(Cl)c(NC(=O)c2ccc(-n3cncn3)c([N+](=O)[O-])c2)c1 | -1.3 | -7 | -5
CCC(C)[C@@H](CN)NCC1(c2ccccc2)CC1 (some centres undefined) | -0.4 | -7 | 2
O=C(CCNC(=O)c1ccc(Br)cc1)NCCCc1ccccc1 | -1.6 | -3 | 7

Molecule | CRFBP-R2 agonist | GalR3 antag | CRFBP-R2 block
COc1ncnc2c1ncn2CCCN1CCN(Cc2ccc(C)cc2)CC1 | -0.2 | -6 | -6
Nc1[nH]n(-c2c(Cl)cc(Cl)cc2Cl)c(=O)c1N=Nc1ccc(S(=O)(=O)Nc2ncccn2)cc1 | -0.3 | 0 | -1
COc1ccccc1C(=O)C(=O)c1ccccc1OC | -5.3 | -6 | 2
CCCCN1C(Nc2ccccc2)=NC[C@@H]1C | 1.4 | -4 | -8
Cn1ccnc1C(=O)Cc1ccc([N+](=O)[O-])cc1 | -0.9 | -5 | 6
O=C(Nc1ccccc1N1CCCC1)c1cc(=O)[nH]c2ccccc12 | -1.4 | -4 | 3
CN(Cc1ccccc1)C(=O)c1ccc(NC(=O)Cc2ccc(NC(=O)C3CCCN(C(=O)C4CCCC4)C3)cc2)cc1 (centres undefined) | -1.2 | -6 | -16
O=S(=O)(Nc1cc(Cl)ccc1N1CCOCC1)c1ccccc1Cl | -0.8 | -9 | 3

Molecule | CRFBP-R2 agonist | GalR3 antag | CRFBP-R2 block
Cc1ccc(S(=O)(=O)NCCC(=O)OCC(=O)Nc2cccc(Cl)c2)cc1 | -1.4 | 1 | -3
CC[C@@H]1C(c2ccc(F)cc2)=NN(c2ccc(Br)cc2)[C@H]1C(=O)N1CCOC1=O | 6.0 | -3 | -3
CC1CN(S(=O)(=O)c2ccc(C(=O)NC3CCCCC3)cc2)CC(C)O1 (centres undefined) | -2.9 | -5 | 8
COc1ccc(NC(=O)c2ccc(S(=O)(=O)N(C)c3ccccc3)cc2)cc1S(=O)(=O)N1CCOCC1 | 1.0 | -6 | -2
O=C1CCSc2c1ccc1ccccc21 | -3.4 | 2 | 61*
CCN(CC(=O)NCc1cccs1)S(=O)(=O)c1ccc(F)c(F)c1F | 0.8 | -2 | -3
O=C(C=Cc1ccc(Cl)s1)c1ccc(Cl)s1 | 2.2 | 1 | -23
C[C@H](CO)N1C[C@H](C)[C@@H](CN(C)S(=O)(=O)c2ccccc2)Oc2ccc(NC(=O)Cn3cnnn3)cc2C1=O | -0.4 | -5 | 3

Molecule | CRFBP-R2 agonist | GalR3 antag | CRFBP-R2 block
O=S(=O)(NNc1ncc(C(F)(F)F)cc1Cl)c1ccccc1 | -0.8 | -1 | -2
C[C@@H]1CN([C@H](C)CO)C(=O)c2cc(C#CC3CC3)cnc2O[C@H]1CN(C)S(C)(=O)=O | -1.7 | -4 | 29
Cc1csc(=O)n1CCC(=O)OCC(=O)NCc1ccccc1 | -1.3 | -7 | -5
COc1cccc(CNC(=O)c2ccc(C)c(S(=O)(=O)N3CCOCC3)c2)c1 | 0.4 | 2 | -15
CCSc1nc2cc(S(=O)(=O)N3CCOCC3)ccc2o1 | -0.3 | -2 | -15
CCCN(CC(=O)Nc1ccccc1C)C(=O)C1CCN(S(=O)(=O)c2ccccc2C(F)(F)F)CC1 | 0.7 | -3 | 7
O=C(CN1C(=O)NC2(CCCCCC2)C1=O)NCc1ccccc1Cl | 0.6 | -6 | -7
CCCC1(CCC)NC(=O)N(CC(=O)Nc2ccc(Cl)c(S(=O)(=O)N3CCOCC3)c2)C1=O | 0.2 | -1 | 69*

Molecule | CRFBP-R2 agonist | GalR3 antag | CRFBP-R2 block
Cc1ccc(-n2c(COc3ccccc3)nnc2SCC(=O)O)cc1 | -1.5 | -6 | 18
CCCCCCSc1ccc([C@H]2N[C@@](CC(C)C)(C(=O)OC)[C@H]3C(=O)N(CC)C(=O)[C@@H]23)cc1 | 2.5 | 1 | -20
C[C@]12c3[nH]c4ccc(Cl)cc4c3CCN1C(=O)[C@@H](CC(=O)NCc1cccc(C(F)(F)F)c1)C[C@@H]2C(=O)N1CCOCC1 | 13 | -6 | 30
COc1cc(/C=C/C(=O)OCC(=O)c2ccc[nH]2)cc(OC)c1OC | -1.6 | -3 | -1
Cc1ccc(C(=O)Nc2nc(-c3ccco3)c(-c3ccco3)s2)o1 | 2.3 | -5 | 4
COc1ccc(C(C)=NNS(=O)(=O)c2ccc(C)cc2)cc1OC | 5.9 | -4 | 39
Cc1ccc(NC(=O)CN(C(=O)N2CCN(C)CC2)S(=O)(=O)c2ccc(C)cc2)cc1 | 2.0 | 6 | -1
O=C(COC(=O)CN1C(=O)NC2(CCCC2)C1=O)Nc1ccccc1C(F)(F)F | 1.3 | -2 | -19

SMILES,CRFBP-R2 agonist,GalR3 antag,CRFBP-R2 block
Cc1ccc(S(=O)(=O)/N=C2\C=C(NS(=O)(=O)c3ccccc3)C(=O)c3ccccc32)c(C)c1,0.8,1,30
Cc1cccc(C)c1OCC(O)CN1CCN(C(=O)c2ccccc2)CC1 (centres undefined),0.8,-6,6
O=C(NCc1ccccc1)c1ccc(NC(=O)C2CCCC2)cc1,-0.8,-5,-1
Cc1cc(NC(=O)COC(=O)c2ccccc2NCCO)no1,-1.7,-4,18
COc1ccc(N2CCN(C(=O)c3ccc(S(=O)(=O)N4CCCCCC4)cc3)CC2)cc1,3.6,-1,-15
Cc1cccc(NC(=O)CN(C)CC(=O)NC(c2ccccc2)c2ccccc2)c1C,-1.3,-8,-2
CC(=O)N(O)CCCCCNC(=O)CCC(=O)N(O)CCCCCNC(=O)CCC(=O)N(O)CCCCCNC(=O)CCC(=O)O,-1.5,-4,-3
C=CC[C@H](CC(=O)N[C@H](CO)Cc1ccccc1)C(=O)N[C@@H](COC(=O)[C@@H](CC=C)CC(=O)OC(C)(C)C)Cc1c[nH]c2ccccc12,-1.1,-7,0
Cc1ccc(S(=O)(=O)OCC(=O)Nc2ccc(C(=O)O)c(O)c2)cc1,0.4,-6,22
COc1cc(OC)cc(C(=O)NNC(=O)CCC(=O)c2cc(C)sc2C)c1,-2.3,-5,13
Cc1ccc(NC(=O)CN(C)C(=O)CSc2nnc(C)s2)cc1,0.2,5,-12
Cc1ccc(S(=O)(=O)N2CCC(C(=O)OCC(=O)NC3(C#N)CCCCC3)CC2)cc1C,-0.8,0,23
CN(C(=O)CSc1nc2scc(-c3ccccc3)c2c(=O)[nH]1)c1ccccc1,-1.1,-5,6
CC1=C(C(=O)N2CCOCC2)CC(CC(=O)NC2CCCCC2)C(=O)N1CCCN1CCCC1=O (centres undefined),-0.4,-5,21
CC1(NC(=O)c2cc(Cl)nc3ccccc23)CCS(=O)(=O)C1 (centres undefined),0.4,-3,3
NC(=O)Nc1ccc(C(=O)OCC(=O)Nc2cccc(S(=O)(=O)NC3=NCCC3)c2)cc1,-1.2,-7,-6
O=C(COC(=O)C1=NN(c2ccccc2)C(=O)CC1)Nc1ccc([N+](=O)[O-])cc1C(F)(F)F,0.5,2,14
COc1cc2c(cc1OC)CN(C(=O)c1cc(S(=O)(=O)N3CCOCC3)ccc1C)CC2,3.0,1,-9
COc1cccc2c(=O)c3c(oc12)CCCC3,-1.3,-5,12
CN(C)CCCN1c2ccc3ccccc3c2Sc2cccc(Cl)c21,0.8,-5,-33

SMILES,CRFBP-R2 agonist,GalR3 antag,CRFBP-R2 block
CC1(C)CC2CC(C)(CN2S(=O)(=O)c2cccc(C(N)=O)c2)C1 (centres undefined),-1.4,-1,6
Nc1nc2ccc(Br)cc2o1,0.0,-6,-19
Cc1ccc(CNC(=O)CSc2nc(=O)n3cccc(C)c3n2)cc1,-1.8,-5,-6
O=[N+]([O-])c1ccc(Nc2ccccc2O)c([N+](=O)[O-])c1,0.9,-7,13
CC(=O)NCc1ccc(-c2csc(NC(=O)CCCc3nc4ccccc4c(=O)[nH]3)n2)cc1,0.3,2,-2

Screening data deposited in PubChem by several laboratories.
